# MITF primary – MITF inhibitors, primary screen, biochemical, AlphaScreen, human | Microphthalmia-associated transcription factor (Homo sapiens), O75030 | AlphaScreen MITF homodimerization, bead proximity signal | inhibition, % at 2.6 µM | actives 0.91% (n = 650,000) | AID 1259374, 2018; in the data active means inhibition above about 50%;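 further: 0% = vehicle wells with protein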
# GPR151 activ – activators of human GPR151, primary screen, cell-based, PathHunter beta-arrestin, luminescence; G-protein coupled receptor 151 (Homo sapiens), Q8TDV0; PathHunter beta-arrestin GPR151 cells; activation, % at 11.2 µM; actives 1% (n = 650,000); AID 1508602, 2020; in the data active means activation above about 4.9%;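 further: 0% = median of compound wells and 100% = cells with positive control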
# Target sequence (Q8TDV0 whole entry, looked up): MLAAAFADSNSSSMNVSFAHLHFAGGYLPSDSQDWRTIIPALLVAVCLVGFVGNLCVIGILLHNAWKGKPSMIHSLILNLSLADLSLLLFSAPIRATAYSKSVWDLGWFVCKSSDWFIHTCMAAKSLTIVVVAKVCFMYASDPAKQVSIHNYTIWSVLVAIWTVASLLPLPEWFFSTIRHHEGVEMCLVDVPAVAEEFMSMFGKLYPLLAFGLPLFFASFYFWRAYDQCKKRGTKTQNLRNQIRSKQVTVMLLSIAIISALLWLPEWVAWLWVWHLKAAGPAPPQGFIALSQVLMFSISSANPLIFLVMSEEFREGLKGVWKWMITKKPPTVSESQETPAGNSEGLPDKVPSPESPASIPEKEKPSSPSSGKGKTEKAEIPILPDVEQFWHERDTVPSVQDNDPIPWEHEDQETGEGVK
# FBW7 act – FBW7 E3 ligase activators, primary screen, biochemical, AlphaScreen, human. F-box/WD repeat-containing protein 7 (Homo sapiens), Q969H0. AlphaScreen FBW7–phospho-cyclin E peptide binding, activator screen. normalized activity (activation), % at 26.1 µM. AID 1259310, 2017. actives 0.13% (n = 650,000); in the data active means normalized activity above about 1.9%;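 further: purified mutant Fbw7 with reduced substrate affinity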
# Target sequence (Q969H0 whole entry, looked up): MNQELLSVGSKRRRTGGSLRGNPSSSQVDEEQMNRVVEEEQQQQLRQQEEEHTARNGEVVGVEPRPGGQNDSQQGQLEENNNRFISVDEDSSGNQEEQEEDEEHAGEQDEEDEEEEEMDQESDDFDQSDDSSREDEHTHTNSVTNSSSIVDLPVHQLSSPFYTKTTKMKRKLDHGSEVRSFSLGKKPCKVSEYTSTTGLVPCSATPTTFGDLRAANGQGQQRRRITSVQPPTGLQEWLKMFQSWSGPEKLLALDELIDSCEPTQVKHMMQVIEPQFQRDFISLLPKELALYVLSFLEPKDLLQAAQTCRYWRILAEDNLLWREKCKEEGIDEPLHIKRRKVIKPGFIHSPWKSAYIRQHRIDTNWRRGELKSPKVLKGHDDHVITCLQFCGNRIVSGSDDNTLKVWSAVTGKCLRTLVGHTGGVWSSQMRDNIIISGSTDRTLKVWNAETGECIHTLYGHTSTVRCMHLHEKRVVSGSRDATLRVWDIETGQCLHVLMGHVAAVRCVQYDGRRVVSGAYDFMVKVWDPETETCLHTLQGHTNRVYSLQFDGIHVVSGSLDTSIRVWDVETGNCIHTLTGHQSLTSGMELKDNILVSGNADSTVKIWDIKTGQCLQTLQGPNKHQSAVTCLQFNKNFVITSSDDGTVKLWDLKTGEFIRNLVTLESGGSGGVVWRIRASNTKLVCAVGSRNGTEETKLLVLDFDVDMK
# TEAD-YAP block – TEAD-YAP interaction inhibition, primary screen, TEAD-YAP interaction inhibitor project, luminescence, HEK-TIYL cells. TEAD-Gal4/YAP UAS-luciferase luminescence. inhibition, % at 9.12 µM. actives 1.4% (n = 640,000). AID 1259422, 2018; in the data active means inhibition above about 32%;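 further: 0% = median of test compound wells and 100% = reference inhibitor wells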
# Numbers without * were called inactive.
SMILES,MITF primary,GPR151 activ,FBW7 act,TEAD-YAP block
CCn1cnc2sc(C(=O)Nc3ccc(C)cc3)c(C)c2c1=O,-4,-1.4,0.1,-61
COc1ccc(C2C(C(=O)Nc3ccc(C)cc3C)=C(C)Nc3nnnn32)cc1 (configuration not stated),-3,1.1,-0.1,9
Cc1noc(S(=O)(=O)c2ccc(NC(=O)c3ccccc3F)cc2)c1C,12,-2.0,0.2,-5
CC1Cc2ccccc2N1C(=O)CSc1nnc(-c2cccnc2)o1 (configuration not stated),-2,0.7,0.0,-2
COc1ccc2nc3ccccc3[n+]([O-])c2c1,4,-3.3,0.1,-25
CNC(=S)Nc1ccc(Br)cc1F,2,2.5,-0.1,4
Cc1onc(-c2ccccc2)c1C(=O)Nc1cccc(Br)c1,7,0.8,0.1,10
CCOc1ccc(CC(=O)NCCSc2ncc(-c3ccccc3)[nH]2)cc1,13,1.2,0.7,-3
O=C(CN1CCCCC1)N/N=C/c1cccc(Cl)c1,-2,-0.6,-0.5,-8
C=CCOc1ccc(/C(O)=C2/C(=O)C(=O)N(CCN(C)C)C2c2ccc(OC)c(OC)c2)cc1C (configuration not stated),5,-0.7,-0.1,1
Cc1ccccc1NC(=O)c1c([N+](=O)[O-])cnn1C,18,-0.7,1.4,11
COc1ccc(N2CCN(C(=O)C3CC(=O)N(c4ccc(C)cc4)C3)CC2)cc1 (configuration not stated),1,2.7,-0.2,13
CS(=O)(=O)N1CCN(C(=O)c2ccc(Br)s2)CC1,5,-0.2,-0.1,0
COc1cc(OC)c(NS(=O)(=O)c2cc3c(cc2C)N(C)CCO3)cc1Cl,4,2.5,-0.2,-4
COc1ccc(NC(=O)c2cc(I)ccc2Cl)cc1,11,1.6,-0.1,2
CCN(C(=O)Cn1ncc2c1-c1cc(C)ccc1OC2)c1ccc(F)cc1,-11,0.0,-0.5,2
COC(=O)c1c(OCc2cccs2)cc(=O)n2c1CCN(Cc1ccc(F)cc1)CC2,-5,-0.8,0.2,-24
Fc1ccc(NCc2ccc3c(c2)OCO3)cc1F,-6,0.3,0.4,-1
Cc1ccc(-n2[nH]c(=O)c(/C=C3\C=Nc4ccccc43)c2O)cc1C,19,0.4,-0.1,-15
CCOC(=O)c1cn(CC(=O)Nc2ccc(F)c(C)c2)c2nc(C)ccc2c1=O,-1,-2.5,0.1,1
Cc1ccc2occ(CN3CCc4nncn4CC3)c(=O)c2c1,6,1.5,-0.1,1
O=C(NCCC1=CCCCC1)C1CCN(C(=O)c2ccc(Br)cc2)CC1,-2,0.5,0.2,-3
CCOC(=O)CNC(=O)c1sc2ncn(C)c(=O)c2c1C,-4,-1.5,-0.1,-7
NC(=O)c1ccccc1N1C(=O)Nc2ccccc2N1O,5,-1.2,0.4,-13
Cc1nc2sc(C(=O)c3ccc(Cl)cc3)c(N)c2c(C)c1C,5,0.3,0.0,1

# An excerpt of these results, bar-delimited:
canonical_smiles | MITF primary | GPR151 activ | FBW7 act | TEAD-YAP block
COc1ccc(N2CCN(C(=O)C3CC(=O)N(c4ccc(C)cc4)C3)CC2)cc1 (configuration not stated) | 1 | 2.7 | -0.2 | 13
CS(=O)(=O)N1CCN(C(=O)c2ccc(Br)s2)CC1 | 5 | -0.2 | -0.1 | 0
COc1cc(OC)c(NS(=O)(=O)c2cc3c(cc2C)N(C)CCO3)cc1Cl | 4 | 2.5 | -0.2 | -4

# More records
SMILES,MITF primary,GPR151 activ,FBW7 act,TEAD-YAP block
O=c1cnn(-c2ccccc2)c(-c2ccccc2)c1,2,6.7*,0.0,-7
Cc1c(-n2c(-c3ccc(Br)cc3)cn3c4c(=O)n(C)c(=O)n(C)c4nc23)c(=O)n(-c2ccccc2)n1C,-11,0.7,0.0,-9
NNC(=O)c1ccc2c(c1)OCCO2,7,3.5,-0.1,-15
Cc1ccc(NC(=O)c2cccc(Br)c2)c(Br)c1,8,0.9,2.5*,-52
O=C(NCC1CCCN1S(=O)(=O)c1cccs1)C(=O)Nc1ccc(F)cc1 (configuration not stated),5,2.5,-0.2,-26
Cc1ccc2oc(C(F)F)cc(=O)c2c1,10,0.3,-0.1,19
CCOC(=O)c1cnc2c(C)cc(Cl)cc2c1Nc1cccc([N+](=O)[O-])c1,7,-1.4,0.1,-6
COc1cccc(CCc2nnc(CCC(=O)NCCc3cccc(C)n3)o2)c1,-2,-0.4,-0.1,-8
COCC(=O)N(C)C(Cc1ccc(F)cc1)C1CCN(C(=O)COc2ccccc2)CC1 (configuration not stated),18,-1.3,-0.1,-11
Cc1ccc(-n2nc3c(c2NC(=O)c2cccc(Cl)c2)CSC3)c(C)c1,-8,1.2,-0.1,5
CCCc1cc(=O)[nH]c2nnc(SCC(=O)NCCc3ccc(OC)c(OC)c3)n12,13,-2.1,1.1,1
CCOC(=O)N1CCN(C(=O)Cn2nnnc2CN(C)C(C)C)CC1,-6,5.2*,-0.1,6
O=c1[nH]c(N/N=C/c2cc([N+](=O)[O-])ccc2O)nnc1Cc1ccccc1,42,6.2*,-0.2,3
CCCNC(=O)c1ccc2nc(Nc3cccnc3)sc2c1,17,1.8,0.2,2
COc1ccc2c(c1)C1C=CCC1C(c1ccc(C(=O)O)cc1)N2 (configuration not stated),52*,-2.1,-1.4,-14
CCOc1ccccc1NC(=O)c1c(NCc2cccs2)sc2c1CCCC2,13,-0.1,0.1,7
COc1ccccc1CNc1nc(-c2cccs2)c(CC(=O)O)s1,-2,1.8,-0.1,-2
O=S(=O)(c1cccc(Cl)c1)N1CCN(Cc2c(O)ccc3ccccc23)CC1,7,4.2,0.1,1
O=C(Nc1nc(-c2ccc(F)cc2)cs1)c1ccc(Br)cc1,-15,-1.0,0.7,-2
NC(=O)c1ccccc1NC(=S)NC(=O)c1ccccc1[N+](=O)[O-],-3,-0.2,-0.4,-19
CCc1ccc2nc(SCC(=O)N3CC(=O)Nc4ccccc43)c(C#N)cc2c1,-4,0.1,-0.1,24
CCCCNC(=O)/C(=C/c1ccccc1)NC(C)=O,-15,0.9,0.0,3
COc1ccc(C2CC(=O)C3=C(C2)Nc2ccccc2NC3c2cc(OC)c(OC)cc2Br)cc1 (configuration not stated),-3,1.7,-0.2,1
Cc1ccc(-c2ncn(-c3ccc(Nc4nccc(-c5ccc(N)nc5)n4)cc3)n2)cn1,6,0.1,5.4*,41*
CCC(C)(C)c1ccc(OCC(=O)Nc2cccc(C(N)=O)c2)c(C(C)(C)CC)c1,-6,0.9,0.3,-8

# Laid out differently: entries from further up
molecule	MITF primary	GPR151 activ	FBW7 act	TEAD-YAP block
CCn1cnc2sc(C(=O)Nc3ccc(C)cc3)c(C)c2c1=O	-4	-1.4	0.1	-61
COc1ccc(C2C(C(=O)Nc3ccc(C)cc3C)=C(C)Nc3nnnn32)cc1 (configuration not stated)	-3	1.1	-0.1	9
Cc1noc(S(=O)(=O)c2ccc(NC(=O)c3ccccc3F)cc2)c1C	12	-2.0	0.2	-5
CC1Cc2ccccc2N1C(=O)CSc1nnc(-c2cccnc2)o1 (configuration not stated)	-2	0.7	0.0	-2
COc1ccc2nc3ccccc3[n+]([O-])c2c1	4	-3.3	0.1	-25
CNC(=S)Nc1ccc(Br)cc1F	2	2.5	-0.1	4
Cc1onc(-c2ccccc2)c1C(=O)Nc1cccc(Br)c1	7	0.8	0.1	10
CCOc1ccc(CC(=O)NCCSc2ncc(-c3ccccc3)[nH]2)cc1	13	1.2	0.7	-3
O=C(CN1CCCCC1)N/N=C/c1cccc(Cl)c1	-2	-0.6	-0.5	-8
C=CCOc1ccc(/C(O)=C2/C(=O)C(=O)N(CCN(C)C)C2c2ccc(OC)c(OC)c2)cc1C (configuration not stated)	5	-0.7	-0.1	1
Cc1ccccc1NC(=O)c1c([N+](=O)[O-])cnn1C	18	-0.7	1.4	11
COc1ccc(N2CCN(C(=O)C3CC(=O)N(c4ccc(C)cc4)C3)CC2)cc1 (configuration not stated)	1	2.7	-0.2	13
CS(=O)(=O)N1CCN(C(=O)c2ccc(Br)s2)CC1	5	-0.2	-0.1	0
COc1cc(OC)c(NS(=O)(=O)c2cc3c(cc2C)N(C)CCO3)cc1Cl	4	2.5	-0.2	-4
COc1ccc(NC(=O)c2cc(I)ccc2Cl)cc1	11	1.6	-0.1	2
CCN(C(=O)Cn1ncc2c1-c1cc(C)ccc1OC2)c1ccc(F)cc1	-11	0.0	-0.5	2

# Next records follow.
SMILES,MITF primary,GPR151 activ,FBW7 act,TEAD-YAP block
CC1CCN(C(=O)CCN2C(=O)c3cccc4cccc(c34)C2=O)CC1,-14,3.2,0.0,6
CC1=C(C(N)=O)C(c2cccc(F)c2)n2nc(SCc3ccccc3F)nc2N1 (configuration not stated),-2,0.5,0.0,2
CCOC(=O)c1cnc2cc(-c3ccc(Br)cc3)nn2c1C,14,-1.3,0.6,5
O=C(CSc1nnc(NC(=O)C2CCC2)s1)NC(c1ccccc1)c1ccccc1,5,1.0,0.0,-22
CCc1c(O)nc(SCC(=O)Nc2ccc(C(C)=O)cc2)[nH]c1=O,20,-2.0,0.6,12
CCC(C)(C)c1ccc(OCCCC(=O)Nc2ccc(Cl)c(NC(=O)CC(=O)C(C)(C)C)c2)c(C(C)(C)CC)c1,-12,1.0,0.1,9
O=C(c1ccc(F)cc1)C(CCCCCCC(CN1CCOCC1)C(=O)c1ccc(F)cc1)CN1CCOCC1 (configuration not stated),12,-1.4,1.2,14
CCOC(=O)CC(=O)COc1nc2cc3c(nc2o1)CCCC3,-8,-0.5,0.0,-27
Cc1ccc(NC(=O)CN(C)S(=O)(=O)c2cc3c(cc2Cl)NC(=O)CO3)cc1,8,-0.4,0.7,6
Cc1cccc(Oc2ccc(NC(=O)C3CCC(C)CC3)cc2)c1 (configuration not stated),5,3.5,0.5,5
COC(=O)c1cn(NC(=O)c2cnccn2)c(=O)c2ccccc12,32,-0.3,-0.2,10
CC1=CC(C)(C)N(C(=O)CSc2nccc(C)n2)c2cc(C)c(C)cc21,-4,0.1,0.1,1
COc1ccccc1C1SCCN1S(=O)(=O)c1ccc([N+](=O)[O-])cc1 (configuration not stated),2,0.6,4.4*,6
CCOC(=O)c1c(NC(=S)NC(=O)N(C)C)sc2c1CCCC2,9,0.3,0.2,5
Cc1ccc(C(=O)Cn2c(=O)n(CC3CCCO3)c(=O)c3ccccc32)cc1 (configuration not stated),6,-1.2,0.3,9
CCOC(=O)Cc1nn(C(C)C)c(=O)c2ccccc12,7,0.3,-0.1,-2
Cn1c(=O)c2c(nc(CN3CCN(Cc4ccccc4)CC3)n2CC(N)=O)n(C)c1=O,4,0.8,-0.1,6
C[C@H](NC(=O)c1ccco1)C(=O)NNC(=O)COc1cccc(C(F)(F)F)c1,15,-1.5,0.9,8
O=C(NCc1ccccc1)c1ccc2c(=O)n(Cc3ccccc3)c(SCc3cccc(Cl)c3)nc2c1,1,0.5,0.1,4
Cc1ccc(NC(=O)CCNS(=O)(=O)c2ccc3c(c2)oc(=O)n3C)cc1C,0,1.0,-0.1,4
CCN(CC)C(=O)Nc1c(C)cc(C)cc1C,2,0.0,-0.1,-6
CNC(=O)c1cccnc1Nc1cc(NC(=O)Cc2ccc(OC)cc2)ncc1C(F)(F)F,-10,2.7,-0.2,70*
Cc1nn(C)c(C)c1-c1ncc(C(=O)NCc2nc3ccccc3[nH]2)s1,0,0.7,0.0,-5
O=C(NCCc1ccc(Cl)cc1)c1ccc2c(c1)N(Cc1cccc(Cl)c1)C(=O)CS2,5,0.6,0.1,10
CCOc1cc(C=O)cc(Br)c1OC(=O)c1ccco1,17,-0.3,0.1,-10
# Further entries follow:
SMILES,MITF primary,GPR151 activ,FBW7 act,TEAD-YAP block
Cc1ccccc1OCCn1c(/C=C(/OC(=O)c2ccc(Cl)cc2)c2ccc(Cl)cc2)nc2ccccc21,4,0.8,0.0,2
COc1cc(S(=O)(=O)N2CCN(Cc3ccccc3)CC2)c(OC)cc1Cl,3,0.6,0.0,-6
C#CCN1C(=O)C(O)(CC(=O)c2ccccc2)c2ccccc21 (configuration not stated),-10,-0.3,-0.1,-4
Clc1ccc(/C(Cn2cncn2)=N\Nc2ccccc2)cc1,-12,0.2,-0.1,5
CCOC(=O)C(=O)Nc1sc(C(=O)Nc2ccc(C)cc2)c(C)c1C(=O)OC,-2,-0.9,-0.2,9
COc1cc(C2C(C#N)C(=O)NC(=O)C2[n+]2ccccc2)ccc1O (configuration not stated),-5,1.2,-0.2,3
CCOc1ccc2nc(NC(=O)/C=C/c3ccc(Br)cc3)sc2c1,0,-0.8,0.1,-3
O=C(CCN1C(=O)c2cccc3cccc(c23)C1=O)OCC(=O)c1ccccc1,-6,-1.3,-0.1,-20
Cc1c(NC(=S)NC(=O)C2=COCCO2)c(=O)n(-c2ccccc2)n1C,9,-0.6,-0.1,8
Cc1nn(-c2ccccc2)c(Cl)c1CCl,22,-2.1,0.1,12
COc1ccc(C2Nc3ccccc3C(=O)N2c2ccc(NC(C)=O)cc2)cc1 (configuration not stated),17,-0.8,0.2,-10
O=c1cc(-c2ccccc2)[nH]n1-c1ccccc1,2,0.2,-0.5,7
CC(C)COC(=O)c1cccc(N2C(=O)c3ccc(C(=O)c4ccc5c(c4)C(=O)N(c4cccc(C(=O)OCC(C)C)c4)C5=O)cc3C2=O)c1,-4,-1.8,-0.2,-7
COc1cccc(CC(C2CCN(C(=O)C3CCCO3)CC2)N(C)C(=O)CCSC)c1 (configuration not stated),-1,-0.8,0.0,-3
CCOC(=O)c1ccccc1NC(=O)c1oc(=O)c2ccccc2c1-c1ccc(C)cc1,-5,1.5,0.0,3

# Screening results from PubChem.
